# Rev-erbA mod: modulators of Rev-erb alpha DNA binding, primary screen, biochemical, FITC-DNA, fluorescence polarization, uHTS; Nuclear receptor subfamily 1 group D member 1 (Homo sapiens), P20393; Rev-erbα–FITC-DNA binding, 90 min; activity, % at 10 µM; 370,000 compounds, 0.79% hits; AID 1259318, 2017;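 active = activity above about 14%, limit read from the data; passing the limit was not always enough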;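 note: 0% = DMSO wells with 35 nM protein and 100% = DMSO wells with 750 nM protein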
# TDP2 absorb: human TDP2 enzyme inhibitors, primary screen, biochemical, epi absorbance, recombinant enzyme; Tyrosyl-DNA phosphodiesterase 2 (Homo sapiens), O95551; T5PNP hydrolysis, p-nitrophenol absorbance 415 nm; inhibition, % at 12.8 µM; 370,000 compounds, 0.34% hits;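 active = inhibition above the mean of all tested compounds plus 3 SD, set per campaign, cut at about 25% in these data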;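 note: 0% = DMSO with enzyme and 100% = buffer with substrate but no TDP2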
#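 Test system: Human TDP2 enzyme | Reagent: 5 mM T5PNP | Compound dosing: 12.8 µM single point, 1% DMSO | Incubation: Enzyme reaction with compound for 2 h at 37 °C | Technique: p-Nitrophenol epi absorbance | Read-out: % inhibition relative to enzyme-containing and enzyme-free wells | Benchmarks: High control without enzyme, low control DMSO plus TDP2 | Replicates: Singlicate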
# rCAG RNA binder: binders of r(CAG) RNA repeats, primary screen, biochemical, fluorescence; AID 651821, 2012; inhibition, % at 3 µM; 370,000 compounds, 1.3% hits; r(CAG) RNA repeat, TO-PRO-1 dye displacement fluorescence;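 active = inhibition above the plate cutoff, the mean of all test compounds on that plate plus 3 SD, cut at about 35% in these data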;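 note: 0% = DMSO alone and 100% = 100 µM mitoxantrone as full dye displacement; higher means more dye released from RNA so lower well fluorescence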
# TCR CD3 inh: inhibitors of human TCR-CD3 interaction, primary screen, biochemical, fluorescence, TAMRA-labeled TCR probe. inhibition, % at 9.4 µM. 360,000 compounds, 0.37% hits; in the data active = inhibition above about 19%;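 note: recombinant mutant TCR 2C K166C tagged with TAMRA read by polarization; 0% = receptor in buffer alone and 100% = receptor with positive control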
# SIAE inh: human SIAE inhibitors, primary screen, biochemical, fluorescence polarization, FP-Rh probe, 1536-well HTS. Sialate O-acetylesterase (Homo sapiens), Q9HAT2. inhibition, % at 9.66 µM. AID 1053197, 2014. 370,000 compounds, 0.69% hits. SIAE FP-Rh probe binding;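 active = inhibition above a cutoff: mean of compounds within the control limits plus 3 SD of those, cut at about 17% in these data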;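 note: 0% = plate median of compound wells and 100% = probe without SIAE protein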
# Target sequence (Q9HAT2 whole entry, looked up): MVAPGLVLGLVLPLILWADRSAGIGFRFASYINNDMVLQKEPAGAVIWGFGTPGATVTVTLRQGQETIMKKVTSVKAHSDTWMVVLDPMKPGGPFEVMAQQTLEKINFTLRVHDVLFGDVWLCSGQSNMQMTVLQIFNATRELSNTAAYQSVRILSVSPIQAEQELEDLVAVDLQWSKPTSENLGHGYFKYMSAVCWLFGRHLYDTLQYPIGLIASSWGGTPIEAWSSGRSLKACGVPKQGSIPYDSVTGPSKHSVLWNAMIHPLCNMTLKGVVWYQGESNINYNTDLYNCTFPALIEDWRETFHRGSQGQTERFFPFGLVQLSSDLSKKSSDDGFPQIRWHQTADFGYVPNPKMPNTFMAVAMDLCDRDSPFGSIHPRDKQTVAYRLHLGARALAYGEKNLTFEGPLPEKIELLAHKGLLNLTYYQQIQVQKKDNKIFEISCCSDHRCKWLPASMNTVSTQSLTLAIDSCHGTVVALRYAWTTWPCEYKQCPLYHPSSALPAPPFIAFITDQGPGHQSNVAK
# ABHD4 inh: ABHD4 inhibitors, primary screen, biochemical, fluorescence polarization, mouse; (Lyso)-N-acylphosphatidylethanolamine lipase (Mus musculus), Q8VD66; inhibition, % at 8.92 µM; 370,000 compounds, 0.54% hits; purified mABHD4, FP-Rh probe fluorescence polarization; AID 720543, 2013;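 active = inhibition exceeding the mean over every tested compound plus 3 SD, cut at about 30% in these data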;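 note: 0% = plate median of compound wells and 100% = S159A mutant with DMSO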
#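 Test system: mABHD4 protein; Read-out basis: % inhibition; Incubation: 45 min + 60 min at 25 °C; Repeats: single replicate; Technique: fluorescence polarization with parallel and perpendicular emission, 525/598 nm; Compound: 8.92 µM, single dose; Benchmarks: full inhibition S159A mutant plus DMSO, zero as sample-well median.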
# LEDGF integ inh: blockers of LEDGF/p75-dependent integrase strand transfer – biochemical, TR-FRET, high throughput, primary screen; inhibition, % at 3.7 µM; 370,000 compounds, 0.64% hits; AID 743269, 2014; TR-FRET IN-LEDGF/p75 DNA integration, Eu/Cy5;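 active = inhibition above the screen-wide mean plus 3 SD, cut at about 13% in these data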;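 note: signal is the Cy5 over europium emission ratio at 671 and 618 nm; 0% = plate median of compound wells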
# HTRA1 inhibitor: HTRA1 serine protease inhibitors, primary screen, biochemical, fluorescence polarization, HTS; Q92743; recombinant HTRA1, FP-rhodamine activity-based probe; AID 504803, 2011; inhibition, % at 5.96 µM; 340,000 compounds, 0.5% hits; in the data active = inhibition above about 36%;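 note: 0% = enzyme with DMSO and 100% = wells lacking enzyme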
# PRMT1 inh: PRMT1 methyltransferase inhibitors, primary screen, biochemical, fluorescence polarization; Protein arginine N-methyltransferase 1 (Homo sapiens), Q99873; recombinant PRMT1, activity-based probe fluorescence polarization; inhibition, % at 2.79 µM; 370,000 compounds, 1.3% hits;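 active = inhibition above about 21% made by adding two undisclosed values, limit read from the data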
# Target sequence (Q99873 whole entry, looked up): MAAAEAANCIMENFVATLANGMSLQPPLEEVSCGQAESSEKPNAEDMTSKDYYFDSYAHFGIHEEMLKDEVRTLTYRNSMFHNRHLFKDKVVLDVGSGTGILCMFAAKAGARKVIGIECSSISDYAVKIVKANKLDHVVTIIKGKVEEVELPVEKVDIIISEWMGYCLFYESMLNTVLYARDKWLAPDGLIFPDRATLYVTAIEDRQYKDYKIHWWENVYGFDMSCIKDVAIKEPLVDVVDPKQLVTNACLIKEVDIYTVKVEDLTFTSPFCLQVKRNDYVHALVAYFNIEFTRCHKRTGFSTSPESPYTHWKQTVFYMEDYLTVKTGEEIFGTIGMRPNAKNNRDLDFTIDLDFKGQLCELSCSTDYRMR
# PG9 Ab binder: binders of HIV-1 gp120 antibody PG9, primary screen, biochemical, TR-FRET; HIV-1 gp120 / PG9 antibody interaction; inhibition, % at 6.7 µM; TR-FRET gp120-PG9 antibody binding; AID 624416, 2012; 360,000 compounds, 0.43% hits; in the data active = inhibition above about 8.5%
# * marks the source's active call; other numbers are inactive results; nt = no result given. An excerpt; count on the stated rates, not on these rows.
SMILES,Rev-erbA mod,TDP2 absorb,rCAG RNA binder,TCR CD3 inh,SIAE inh,ABHD4 inh,LEDGF integ inh,HTRA1 inhibitor,PRMT1 inh,PG9 Ab binder
Cc1cc(=O)oc2cc(OCC(=O)N3CCCC(C)C3)ccc12 (stereo unspecified),2,-11,-1,9,1,7,2,2,0,1.3
CCc1nnc(NS(=O)(=O)c2ccc(NC(=O)COc3ccc(Cl)c(C)c3)cc2)s1,2,-1,78*,-3,-4,-33,4,-41,2,-0.2
CCCCOc1ccc(C(=O)Nc2ccc(CN3CCOCC3)cc2)cc1,-8,7,-2,-3,-7,1,-1,-3,-1,0.1
COc1ccc(N2CCN(C(c3cccs3)C(C)NC(=O)C(=O)N3CCCC3)CC2)cc1 (stereo unspecified),3,10,-6,20*,9,6,-2,3,2,-1.7
N=c1sccn1CC(=O)Nc1ccccc1Sc1ccccc1,7,0,-1,2,-3,4,-5,-6,2,0.8
Cc1ccc(C)c(CNc2ccc(S(=O)(=O)N3CCCCC3)cc2)c1,-6,-6,1,-11,-3,-8,1,-42,2,-0.3
Cc1ccc(NC(=O)CCS(=O)(=O)c2cc3c(cc2Cl)NC(=O)CO3)cc1,-3,-8,4,-1,2,2,-4,-2,3,-1.3
CC(=O)/C(N=Nc1cccc(C(F)(F)F)c1)=C(\C)O,3,-2,-3,-1,-6,-2,2,0,-1,-1.6
CC1(C)Cc2c(sc(NC(=O)C3CC(Cl)=CCC3C(=O)O)c2C#N)CO1 (stereo unspecified),-1,2,11,5,6,-2,1,8,-3,-3.1
COCCNc1nc2cc(-c3ccc(C)cc3)sc2c(=O)n1C,-9,-1,5,-6,-14,-8,4,nt,-2,-0.9

# Pulled by compound from above:
SMILES,Rev-erbA mod,TDP2 absorb,rCAG RNA binder,TCR CD3 inh,SIAE inh,ABHD4 inh,LEDGF integ inh,HTRA1 inhibitor,PRMT1 inh,PG9 Ab binder
Cc1cc(=O)oc2cc(OCC(=O)N3CCCC(C)C3)ccc12 (stereo unspecified),2,-11,-1,9,1,7,2,2,0,1.3
COc1ccc(N2CCN(C(c3cccs3)C(C)NC(=O)C(=O)N3CCCC3)CC2)cc1 (stereo unspecified),3,10,-6,20*,9,6,-2,3,2,-1.7
COCCNc1nc2cc(-c3ccc(C)cc3)sc2c(=O)n1C,-9,-1,5,-6,-14,-8,4,nt,-2,-0.9

# More records.
SMILES,Rev-erbA mod,TDP2 absorb,rCAG RNA binder,TCR CD3 inh,SIAE inh,ABHD4 inh,LEDGF integ inh,HTRA1 inhibitor,PRMT1 inh,PG9 Ab binder
CN(C)CCNC(=O)c1cccc(-c2cnc3c(NC=O)cc(-c4ccc(C(=O)N5CCOCC5)cc4)cn23)c1,4,1,5,1,13,6,-1,nt,-1,-1.3
CCn1nc(C(C)C(=O)O)c2ccccc2c1=O (stereo unspecified),3,-8,0,6,-5,-2,-3,5,-2,2.7
CC1CN(C(=O)Cc2ccc(-c3ccccc3)cc2)CC(C)O1 (stereo unspecified),4,-6,-6,3,11,-1,-3,4,0,2.9
CC(C)C(C(=O)Nc1ccc(N2CCOCC2)cc1)N1C(=O)c2ccccc2C1=O (stereo unspecified),4,-5,-9,12,1,4,-1,-3,2,-0.1
Cn1nnnc1SCCNC(=O)C1CCC(=O)N(CCc2cccc(F)c2)C1 (stereo unspecified),3,0,-1,2,4,4,3,3,-7,1.4
COc1ccc(C=O)cc1CN1CCCN(Cc2ccccc2F)S1(=O)=O,-4,8,-1,-2,1,-5,4,-34,-1,0.8
O=C(/C=C/c1ccc(Cl)cc1)NC(=S)Nc1ccc(NC(=O)c2ccco2)cc1,-5,9,1,10,-123,-4,-1,-4,-5,-0.7
O=C1C2C3C=CC(O3)C2C(=O)N1Nc1ccccc1 (stereo unspecified),5,5,2,-1,4,8,2,3,20,-0.5
CN(C)CCCn1cnc2c1c(=O)[nH]c(=O)n2Cc1ccccc1,-3,-14,1,-6,-1,-10,3,3,7,1.0
CC(=O)Nc1ccc(S(=O)(=O)NN=CCCc2ccccc2)cc1,-7,0,1,2,8,-2,0,-26,8,-0.3
Cc1noc(C)c1CSc1ncnc2sc3c(c12)CCCCC3,1,-5,0,-3,-8,0,-1,6,1,0.0
Cn1ncc(Br)c1C(=O)Nc1ccc(Br)cn1,20,-7,1,2,9,4,0,3,-2,-2.6
CN(C(=O)c1ccc(NC(=O)Cc2cccc(NC(=O)C3CCCN(C(=O)CCc4ccccc4)C3)c2)cc1)C1CC1 (stereo unspecified),-8,-5,5,0,1,-1,1,-4,0,-3.4
CCOc1ccc(N2CC(C(=O)Nc3c(C)n(C)n(-c4ccccc4)c3=O)CC2=O)cc1 (stereo unspecified),-1,-2,-4,-2,0,3,-1,0,0,-1.2
CCOc1cc(C(=O)N2CCN(C/C=C/c3ccccc3)CC2)cc(OCC)c1OCC,3,-6,-11,6,5,4,1,-2,-2,0.5
CC1=C(C#N)C(c2cccnc2)C2=C(N1)c1ccccc1C2=O (stereo unspecified),3,9,-3,3,-5,3,0,1,1,-0.8
CNC(=O)C[C@@H]1C(=O)N(c2ccc(OC)cc2)CC1(C)C,0,-1,1,-6,0,4,-2,3,1,0.5
COc1ccc(C(=O)NCCc2cn3ccc(C)cc3n2)cc1,0,0,0,-13,0,-8,-1,3,3,0.1
O=C(O)c1ccc(-c2nc3ccccc3[nH]2)cc1,1,-2,-1,2,8,0,1,0,-3,0.3
O=C(Cn1cnc2c(nnn2Cc2ccc(Cl)cc2)c1=O)NCc1ccco1,-2,13,9,-1,7,-4,3,-13,-1,0.3
NC(=O)CS(=O)(=O)c1nc2ccccc2n1CC(=O)N1CCCCC1,2,10,-1,8,-1,5,-1,-1,-1,0.0
CC1Oc2ccccc2N(CC(=O)NCCc2ccccc2)C1=O (stereo unspecified),2,6,-1,3,-7,2,-4,10,5,-1.0
CC1(C)CCCC2(C)C1CCC1(C)OC(=O)CCC12 (stereo unspecified),13,0,-5,0,-6,-1,0,nt,-2,-0.4
COC(=O)c1cc2c(c3c4ccccc4n(S(=O)(=O)c4cccc(C)c4)c13)C(=O)N(C)C2,-5,-2,11,-5,-1,-1,0,nt,1,0.3
COc1cc(NC(=O)CCn2c(=S)oc3ccccc32)cc(OC)c1OC,6,-4,-4,-3,0,9,-1,-2,2,-0.7
C[C@]12CC[C@@H]3c4ccc(O)cc4CC[C@H]3[C@@H]1CCC2=O,0,-4,2,-10,5,-3,0,-5,3,-0.5
Cc1c(CN(C)C(=O)/C=C/c2ccc([N+](=O)[O-])cc2)cnn1C,-4,-9,2,-3,14,-7,5,0,0,-3.3
COc1ccc(CCN2C(=O)CC(NNC(=O)c3ccccc3Br)C2=O)cc1OC (stereo unspecified),4,-2,4,1,2,-3,1,6,0,-2.6
COc1ccc(OC)c(NC(=O)CCN2CCN(CCO)CC2)c1,4,-19,1,-2,7,-6,6,3,0,-1.3
NCC(=O)c1cccc2ccc[n+]([O-])c12,2,9,-1,4,2,7,-6,-2,-4,-1.4
CCCN(C(=O)CCNC(=O)Cn1cnc2ccccc2c1=O)c1cccc(C)c1,6,-19,-3,-3,-2,-7,-8,2,10,1.9
COC(=O)[C@]12C[C@H](CC(=O)NCc3ccccc3)C(=O)N(CCc3ccc(OC)c(OC)c3)C1=C[C@H](C(C)(C)C)O[C@@H]2C,0,-5,-2,nt,-2,5,-2,nt,-1,nt
O=C(CN1CCN(c2nc(-c3ccc(F)cc3)cs2)CC1)Nc1ccc2c(c1)OCO2,-4,-6,4,-9,5,3,-2,-13,0,-0.2
O=c1cnnc(N/N=C/c2cccs2)[nH]1,-10,1,-2,4,6,4,-6,3,3,-0.8
OC[C@@H]1CN(C2CCCC2)C[C@H](n2cnc3c(N4CCCC4)ncnc32)O1,-1,-2,-1,-1,-2,1,-4,nt,2,1.6
CC(=O)c1cc2c(cc1NC(=O)CN(C)S(=O)(=O)c1cccs1)OCO2,-1,6,8,9,5,4,1,3,-3,0.1
CC(c1ccco1)N(C(=O)CSc1ccc(Br)cc1)c1ccccn1 (stereo unspecified),8,3,-2,1,-3,1,-2,-14,1,0.3
CCCCCn1c(SCC(=O)OC)nc2c1c(=O)[nH]c(=O)n2C,-11,-5,-1,6,-1,-2,-5,3,-4,-0.4
Cc1ccc(N2C(=O)C3C(C2=O)C2C=CC3C23CC3)c([N+](=O)[O-])c1 (stereo unspecified),-2,12,-4,5,-6,-4,-1,4,0,-1.8
COc1cccc(CSCC(=O)NCCc2ccccc2)c1OC,2,-11,-4,-8,-5,-1,-3,4,4,0.0
Cc1ccc(NC(=O)CN(C)C2CCCCC2)cc1Cl,2,0,-6,2,-2,10,2,-3,-4,1.1
CCCCNC(=O)CSc1nc2n[nH]c(C)c2c(=N)n1-c1cccc(Cl)c1C,23*,7,2,-1,-2,2,-2,-10,1,21*
NC(=O)C1CCN(C(=O)c2cc3ccccn3n2)CC1,3,10,1,3,-4,-4,0,-3,-5,-2.2
CCCNC(=O)N1CCN(c2ncccn2)CC1,4,6,-1,-2,14,4,1,5,1,-1.8
CCC(c1nnnn1-c1ccc2c(c1)OCCO2)N1CCN(C(=O)C2CCCO2)CC1 (stereo unspecified),-2,-1,1,5,3,8,-4,nt,1,-0.2
CCCn1cc(SCC(=O)NC2CCCC2)c2ccccc21,5,8,-7,5,-1,0,-1,8,-6,-0.7
CC(OC(=O)c1ccc(Cl)c([N+](=O)[O-])c1)C(=O)N1CCN(Cc2ccccc2)CC1 (stereo unspecified),4,-2,1,-2,-2,-1,1,6,-1,-0.3
Cc1ccccc1CSc1nnc(NC(=O)Cc2cccs2)s1,-1,0,7,-3,3,-6,4,-14,0,2.2
Cc1oc2ccc(OCc3c(F)cccc3Cl)cc2c1C(=O)O,-2,3,20,5,-3,2,2,-5,-2,0.1
CC(=O)N1N=C(c2cccs2)CC1c1cc2cc(C)ccc2nc1Cl (stereo unspecified),10,-17,-2,-3,-1,-6,-3,6,5,-1.1
COc1ccc(C(=O)/C(C)=N/O)cc1OC,9,6,-1,4,7,-1,-2,-3,-4,2.0
O=C(c1ccccc1)N1CCN=C1c1ccccc1,6,5,1,3,-4,3,-4,7,1,0.2

# High-throughput results from PubChem.
